# Growth percent in the NCI-60 one-dose screen (48 h, 10 µM unless noted): 100 = growth as untreated, 0 = no growth, -100 = all killed.
# K-562 = K-562 leukemia; 78,000 tested, 7.4% active; AID 1794777
# RPMI-8226 = RPMI-8226 leukemia cells | AID 1794781 | 77,000 tested, 7.5% active
# HOP-62 = HOP-62 NSCLC | AID 1794735 | 80,000 tested, 3.9% active
# HOP-92 = HOP-92 NSCLC cells. 71,000 tested, 6.3% active
# SR = SR leukemia cells. 73,000 tested, 8.7% active. AID 1794780
# EKVX = EKVX NSCLC. 71,000 tested, 3% active. AID 1794765
# CCRF-CEM = CCRF-CEM leukemia; 77,000 tested, 7% active
# MOLT-4 = MOLT-4 leukemia cells; 80,000 tested, 6.9% active; AID 1794779
# * marks the source's active call; other numbers are inactive results; . = not tested or not shown; & = joins results of further samples; [ ] = another dose, or the depositor's remark. Rule for the calls: active = growth percent below 10; inactive = the rest.
SMILES,K-562,RPMI-8226,HOP-62,HOP-92,SR,EKVX,CCRF-CEM,MOLT-4
O=C(OCCOC(=O)N1CC1)N1CC1,101,101,98,103,105,97,103,101
O=C1NC(=O)C(Nc2ccccc2)C(=O)N1,97,110,104,.,111,101,93,99
COCCCCn1cc(C(=O)C2C(C)(C)C2(C)C)c2ccccc21,104,89,98,101,108,94,103,97
O=C(CCl)c1ccc([N+](=O)[O-])o1,-37*,-48*,86,-56*,.,96,-75*,-53*
CN[C@@H](C)[C@@H](O)c1ccccc1,.,109,.,90,.,116,87,132
O=C1O[C@H]2CC[C@H]3SC[C@@H]1N23,106,85,95,84,113,95,77,119
O=C(O)c1ccc(N2CC2)cc1O,110,100,106,86,105,108,12,115
Cc1ccc(N=C=O)cc1N=C=O,99&98,97&105,100&103,84&112,93&105,105&103,93&106,97&109
CC(N)C(=O)c1ccccc1 (stereo unspecified),104,102,100,.,.,.,.,103
C1CCC(NCC2CCCO2)CC1 (stereo unspecified),89,102,97,.,88,.,92,89
CN1CCN(c2ccc(Cl)cc2)CC1,70,110,93,94,56,107,87,76
O=S(=O)(c1ccc(O)cc1)c1ccccc1O,98,100,101,100,103,107,89,103
NCC(O)c1ccc(O)cc1 (stereo unspecified),122&103,112&103,106&110,84&100,104&101,127&100,106&106,99&106
CC(Cc1ccccc1)N(C)C (stereo unspecified),99,100,109,105,94,97,103,95
N[C@@H](Cc1ccc(N(CCCl)CCCl)cc1)C(=O)O,93,92,66,.,.,101,35,38
Cc1ccc(-c2nc3ccc(Cl)cc3c(=O)n2-c2ccccn2)cc1,85,97,103,.,85,88,96,66
CC(Cc1ccccc1)[N+](=O)[O-] (stereo unspecified),108,105,99,107,96,103,102,100
CCCCCCNP(=O)(N1CC1CC)N1CC1CC (stereo unspecified),104,100,109,76,126,.,.,114
N[C@@H](CCC(=O)CCl)C(=O)O,83[20 µM],111[20 µM],96[20 µM],85[20 µM],71[20 µM],101[20 µM],98[20 µM],100[20 µM]
NC(N)=N/N=C/c1cccnc1,78,100,94,95,.,101,91,91
CCOC1=C2CCC3C4CCC(=O)C4(C)CCC3C2(C)CCC1=O (stereo unspecified),94,.,104,93,105,111,92,99
CN1CCCCC1C(C)(O)c1ccccc1 (stereo unspecified),114,114,93,99,113,96,112,102
COCCOCCOC(=O)CBr,95,106,99,103,90,110,106,103
Nc1nc(N)c(-c2ccc(Cl)cc2)c(COc2ccc(NC(=O)c3cccc(S(=O)(=O)F)c3)cc2)n1,81,89,109,.,29,.,72,86
O=[N+]([O-])c1ccc2c(c1)Cc1cc(N(CCCl)CCCl)ccc1-2,106,95,86,89,.,90,97,76

# Rewritten with two lines to a compound: entries from further up.
# Every second line gives: K-562 | RPMI-8226 | HOP-62 | HOP-92 | SR | EKVX | CCRF-CEM | MOLT-4
> O=C(OCCOC(=O)N1CC1)N1CC1
  101 | 101 | 98 | 103 | 105 | 97 | 103 | 101
> CCOC1=C2CCC3C4CCC(=O)C4(C)CCC3C2(C)CCC1=O (stereo unspecified)
  94 | . | 104 | 93 | 105 | 111 | 92 | 99

# Additional entries
SMILES,K-562,RPMI-8226,HOP-62,HOP-92,SR,EKVX,CCRF-CEM,MOLT-4
CC[N+](CC)(CC)CCC(C(N)=O)(c1ccccc1)c1ccccc1,105,101,.,100,107,97,115,114
CCC(CC)(NC)C(O)c1ccccc1 (stereo unspecified),101,109,99,100,107,100,115,102
CC(C)(C)c1ccc(O)c(C[N+](C)(C)C)c1,89,.,98,106,.,98,99,96
C[C@]12CC[C@H]3[C@@H](CCC4=CC(=O)CC[C@@H]43)[C@@H]1CC[C@@H]2OC(=O)N(CCCl)N=O,29,5.4*,45,-11*,.,119,11,13
CCCO/N=C/c1cccnc1,100,104,105,103,117,115,104,108
CCC(CC)COC(=O)CI,119,104,100,82,96,.,110,106
COC1=CC(=O)O[C@@H](CCc2ccccc2)C1,107,111,95,64,.,108,103,94
OB([O][Hg][c]1ccccc1)[O][Hg][c]1ccccc1,-32*,-44*,-90*,.,-15*,.,.,-39*
COc1ccc(CC[N+](C)(C)C)cc1,77,99,109,84,89,.,.,91
CC(=O)O[C@@H]1C2=C(C)C3(CC3)[C@@](C)(O)C(=O)C2=C[C@@]1(C)CO,1.9*,-19*,-10*,-21*,4.6*,14,11,5.2*
C#CC(C)(O)C(C)C (stereo unspecified),91,.,98,104,88,.,104,99
O=C1CC=C2C3CC4N(CCC45c4cc(O)c(O)cc4N1C25)C/C3=C\CBr (stereo unspecified),115,101,92,84,113,107,103,104
CC1(C)CN=C(NN=C(/C=C/c2ccc(C(F)(F)F)cc2)/C=C/c2ccc(C(F)(F)F)cc2)NC1,-38*,-27*,-86*,.,-57*,.,-25*,-59*
CN=C(NN)NN,113,92,135,.,95,97,87,102
CNc1ccccc1C(=O)O,96,107,106,109,87,99,104,88
Cc1cc(NC(=O)NCCOc2ccc(N3C(N)=NC(N)=NC3(C)C)cc2Cl)ccc1S(=O)(=O)F,13,40,61,.,35,.,19,27
CCCCOC(C(=O)OCCN(CC)CC)(c1ccccc1)c1ccccc1,82,93,90,62,.,84,97,79
CC1CCCC(C)[N+]1(C)CCC(C(N)=O)(c1ccccc1)c1ccccc1 (stereo unspecified),98,105,106,99,100,89,103,99
O=S(=O)(Oc1ccc(Cl)cc1)c1ccc(Cl)cc1,95,112,99,.,84,105,103,85
CC(O)CSP(=S)(Oc1ccccc1)Oc1ccccc1 (stereo unspecified),125,95,95,90,98,94,113,.
COc1cccc(/C=C/[N+](=O)[O-])c1,7.0*,-21*,90,79,-22*,89,51,50
O=[N+]([O-])c1cc([As](=O)(O)c2ccc(O)c([N+](=O)[O-])c2)ccc1O,105,74,81,.,120,99,99,113
Cc1ccccc1-n1c(/C=C\c2ccccn2)nc2ccccc2c1=O,24,2.9*,107,41,-5.1*,83,30,33
O=C1CN2CCC1CC2,94,109,94,106,100,109,.,100
C=CC[Se]C(=O)c1ccc(C(=O)[Se]CC=C)s1,-23*,-27*,-71*,-30*,-30*,-89*,-12*,-14*

# Compound profiles, from the list above. Values in the order: K-562, RPMI-8226, HOP-62, HOP-92, SR, EKVX, CCRF-CEM, MOLT-4
# CC1CCCC(C)[N+]1(C)CCC(C(N)=O)(c1ccccc1)c1ccccc1 (stereo unspecified) reads 98, 105, 106, 99, 100, 89, 103, 99
# CC(C)(C)c1ccc(O)c(C[N+](C)(C)C)c1 reads 89, ., 98, 106, ., 98, 99, 96
# O=S(=O)(Oc1ccc(Cl)cc1)c1ccc(Cl)cc1 reads 95, 112, 99, ., 84, 105, 103, 85
# C#CC(C)(O)C(C)C (stereo unspecified) reads 91, ., 98, 104, 88, ., 104, 99

# The listing picks up, repeating the 5 entries before the break.
SMILES,K-562,RPMI-8226,HOP-62,HOP-92,SR,EKVX,CCRF-CEM,MOLT-4
COc1cccc(/C=C/[N+](=O)[O-])c1,7.0*,-21*,90,79,-22*,89,51,50
O=[N+]([O-])c1cc([As](=O)(O)c2ccc(O)c([N+](=O)[O-])c2)ccc1O,105,74,81,.,120,99,99,113
Cc1ccccc1-n1c(/C=C\c2ccccn2)nc2ccccc2c1=O,24,2.9*,107,41,-5.1*,83,30,33
O=C1CN2CCC1CC2,94,109,94,106,100,109,.,100
C=CC[Se]C(=O)c1ccc(C(=O)[Se]CC=C)s1,-23*,-27*,-71*,-30*,-30*,-89*,-12*,-14*
Cc1cc(NC(=O)NCCCOc2ccc(N3C(N)=NC(N)=NC3(C)C)cc2Cl)ccc1S(=O)(=O)F,25,37,52,75,22,43,32,38
CCCCCCCCNC(c1ccccc1)C(O)c1ccccc1 (stereo unspecified),81,79,87,74,68,94,89,67
Nc1nc(N)c(-c2ccc(Cl)c(Cl)c2)c(CP(Cl)(Cl)(Cl)Br)n1,15,81,60,76,44,.,40,61
CC(=O)OC1CN2CCC1CC2 (stereo unspecified),97,102,103,87,102,101,99,103
CCOP(=O)(OCCCl)C(NC(=O)c1ccc(C)cc1)=C(Cl)Cl (stereo unspecified),90,105,102,81,95,101,99,99
O=C1NC(=O)C(=Cc2cn(CCCn3c4ccccc4c(=O)c4ccccc43)c3ccccc23)C(=O)N1,106,95,85,99,72,93,98,101
Cc1ccc(C(=O)NCCCOc2ccc(N3C(N)=NC(N)=NC3(C)C)cc2Cl)cc1S(=O)(=O)F,.,.,95,69,21,79,55,119
CCN(CC)C(=O)c1ccc(NC(=S)NC(N)=S)cc1,91,81,98,64,123,88,79,126
CC1(C)N=C(N)N=C(N)N1c1ccc(OCCCNC(=O)Nc2ccc(S(=O)(=O)F)cc2)c(Cl)c1,25,25,49,79,.,53,24,33
COc1ccc2c(c1)C1(C)CCN(C)CC(C1)C2O (stereo unspecified),100,99,100,101,94,.,94,94
CN(CCCl)CC1OC(c2ccccc2)OC2C1OC1OC(C)(C)OC12 (stereo unspecified),110,104,106,103,111,97,92,99
O=C1/C(=C/c2cn(Cc3ccccc3)c3ncccc23)N2CCC1CC2,81,86,80,77,69,91,82,78
O=[N+]([O-])c1cc(S(=O)(=O)F)ccc1Cl,.,99,102,96,93,.,102,105
OC(c1cccc(Cl)c1)C(Cl)(Cl)Cl (stereo unspecified),79,.,99,.,90,95,.,94
CC(OC(=O)CCl)C(=O)O (stereo unspecified),110,95,100,112,105,97,83,101
O=c1cc[nH]c(=O)o1,105,93,102,118,95,.,.,97
O=C(CCN1CC1)OCC1CCCO1 (stereo unspecified),97,102,114,.,101,96,99,103
CCN(CC)CCOC(=O)C(OCCOc1ccccc1)(c1ccccc1)c1ccccc1,60,77,89,53,.,82,90,68
CCCCNCC(O)c1ccccc1 (stereo unspecified),117,86,.,86,115,99,90,113
CC[C@H]1C2CC3[C@@H]4N(C)c5ccccc5[C@]45C[C@@H](C2C5O)N3[C@@H]1O (stereo partly specified),98,103,111,84,102,95,100,107
CN(C)C(=O)CCl,123,97,103,77,106,.,110,112
O=[N+]([O-])c1ccc(OCCOc2ccc(S(=O)(=O)F)cc2)c(Cl)c1,97,70,102,53,73,108,87,65
CCC1(CC)C(=O)NC(=O)NC1=O,.,121,.,120,87,100,103,78
O=C(/C=C/c1ccc(F)cc1)c1nc2ccccc2n1Cc1ccc(F)cc1,1.6*,-27*,-1.8*,23,1.8*,14,7.9*,1.0*
Clc1cc(Cl)nc(N2CC2)n1,83,84,103,92,74,96,100,74

# Fetched one by one from above, two records:
SMILES,K-562,RPMI-8226,HOP-62,HOP-92,SR,EKVX,CCRF-CEM,MOLT-4
CN(CCCl)CC1OC(c2ccccc2)OC2C1OC1OC(C)(C)OC12 (stereo unspecified),110,104,106,103,111,97,92,99
OC(c1cccc(Cl)c1)C(Cl)(Cl)Cl (stereo unspecified),79,.,99,.,90,95,.,94

# The results go on:
SMILES,K-562,RPMI-8226,HOP-62,HOP-92,SR,EKVX,CCRF-CEM,MOLT-4
CCC(C)(c1ccc(O)cc1)c1ccc(O)cc1,106,102,96,102,92,.,89,88
C/C1=C/C(=O)O[C@@H]2C[C@@H](CC[C@H](C)/C=C\C=C\CC1)O[C@@](O)([C@@H]1CSC(=O)N1CO)C2,22,51,-26*,-82*,.,6.6*,11,33
CC(C)=CCC/C(C)=C/C=N\N=C(/N)N[N+](=O)[O-],96,94,87,90,84,.,93,91
CC1=NNC(=O)C1Br (stereo unspecified),100,100,102,.,100,114,102,92
CCOC(=O)C(C)(C)Br,100,116,.,96,109,95,117,112
N#CC(C#N)=Cc1cc(Cl)ccc1O,119,90,82,87,102,77,.,113
CC(=O)O[C@H]1CC[C@H]2[C@@H]3CC(=C(Br)Br)C4=CC(=O)CC[C@]4(C)[C@H]3CC[C@]12C,.,60,91,91,.,79,89,.
CCc1cccc2ccccc12,96,.,103,.,93,.,.,93
O=NN1CCCCC1,121,114,102,110,106,126,104,115
C=CC(=O)NC(C)(C)CC(C)=O,107,97,116,93,94,111,94,106
FC(F)(F)c1cc(CN(CCCl)CCCl)cc(C(F)(F)F)c1,105,.,93,.,61,117,47,82

# Source: PubChem BioAssay (NCI)

# This is a subset; the hit share may differ from the screen's.
